PDI inh: PDI (human) enzyme inhibition | P07237 | PDI insulin aggregation turbidity, A650, 90 min | inhibition, % at 10 µM | hit rate 0.052% among 350,000 | AID 588391;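 active = mean inhibition across replicates of 30% or more, whatever share of single replicates reach that level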;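 note: absorbance from insulin aggregation driven by PDI reduction with DTT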
iPSC survival up: enhancers of human iPSC single-cell survival; hiPSC single-cell survival, ATPlite luminescence; 100% = ROCK inhibitor wells, 0% = DMSO; survival enhancement, % at 20 µM; hit rate 0.044% among 360,000; in the data active = survival enhancement above about 18%;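 note: cells exposed to compounds for 16 hours before the ATP read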
ABCB6 inh 2: blocks the human ABCB6 transporter. AID 602162. hit rate 0.19% among 360,000. K562-ABCB6 porphyrin accumulation, flow cytometry, 1 h; hits give low values. fluorescence ratio to DMSO, % at 10 µM;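 active = fluorescence ratio to DMSO below 75%, the collection mean minus 3 SD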;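 note: signal is porphyrin accumulated inside mitochondria; 100% equals median channel fluorescence of DMSO control wells; lower ratio means ABCB6 inhibition with less porphyrin fluorescence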
Target sequence (Q9NP58 whole entry, looked up): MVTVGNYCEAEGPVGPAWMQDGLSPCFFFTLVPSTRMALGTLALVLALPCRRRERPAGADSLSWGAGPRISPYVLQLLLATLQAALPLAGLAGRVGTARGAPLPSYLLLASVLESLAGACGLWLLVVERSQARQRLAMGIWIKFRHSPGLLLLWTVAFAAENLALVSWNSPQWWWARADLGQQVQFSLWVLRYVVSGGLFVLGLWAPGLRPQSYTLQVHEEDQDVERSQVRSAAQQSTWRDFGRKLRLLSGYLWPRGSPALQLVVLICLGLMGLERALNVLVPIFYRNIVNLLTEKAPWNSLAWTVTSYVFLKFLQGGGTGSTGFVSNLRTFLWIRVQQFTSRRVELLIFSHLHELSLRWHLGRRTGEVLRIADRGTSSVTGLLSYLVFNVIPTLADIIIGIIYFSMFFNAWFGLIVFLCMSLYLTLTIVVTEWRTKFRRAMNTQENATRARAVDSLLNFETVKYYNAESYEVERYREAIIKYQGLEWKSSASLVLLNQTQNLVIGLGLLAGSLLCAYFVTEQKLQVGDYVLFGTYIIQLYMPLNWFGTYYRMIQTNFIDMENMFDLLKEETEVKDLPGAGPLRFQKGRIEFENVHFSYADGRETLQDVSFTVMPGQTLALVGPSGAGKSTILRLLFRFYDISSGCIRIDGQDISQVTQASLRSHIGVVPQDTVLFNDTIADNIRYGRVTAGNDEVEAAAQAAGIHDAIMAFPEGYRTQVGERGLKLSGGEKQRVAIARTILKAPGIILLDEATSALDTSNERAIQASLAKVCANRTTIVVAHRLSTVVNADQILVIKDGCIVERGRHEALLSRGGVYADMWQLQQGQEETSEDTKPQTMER
HTR2A ag: mouse HTR2A agonism via beta-arrestin recruitment; P35363; activation, % at 7.6 µM; AID 624169; hit rate 0.66% among 360,000; CHO-K1 mHTR2A beta-arrestin complementation, luminescence; percent of 30 µM serotonin response;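 active = activation above a run cutoff, the mean activation of all tested compounds plus 3 SD, cut at about 14% in these data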;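 note: 0% = plate median of compound wells and 100% = 30 µM serotonin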
aDG glyco up: alpha-DG glycosylation activation; Pro5-aDG cells, alpha-DG glycosylation AlphaScreen (IIH6); 0% Pro5, 100% B10-LARGE cell signal; activation, % at 10 µM; hit rate 0.22% among 360,000; AID 624168;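 active = activation of at least 8% versus controls, or a plate z-score of at least 8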;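 note: Pro5 are CHO cells carrying HIG-tagged alpha-DG that lacks glycosylation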
N-glyco inh: blocks N-linked glycosylation in D54 reporter cells. D54 ERlucT glycosylation luciferase reporter, 24 h; percent of 100 nM tunicamycin response. reporter increase, % at 12.5 µM. hit rate 0.23% among 360,000;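 active = mean luciferase reporter signal, scaled so untreated is 0 and the glycosylation-blocking control 100, at or above a set limit in every replicate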;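 note: luciferase carries N-glycosylation sites so blocking glycosylation raises the light; 0% = median of neutral control wells and 100% = median of 100 nM tunicamycin wells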
Vif inh: inhibitors of HIV Vif | AID 602346 | inhibition, % at 7.49 µM | HEK293T cells, Vif self-association by quenched fluorescence, imaging, 24 h | hit rate 0.35% among 340,000; in the data active = inhibition above about 50%, passing the limit was not always enough; note: some results filed as inactive read as strong as hits
CaV13 ICDI inh: Disruptors of the CACNA1D IQ motif to Ca2+-dependent inactivation inhibitor domain association, primary screening, Förster resonance energy transfer in intact living …. HEK cells, CFP/YFP FRET ICDI-IQ, plate reader, 10 min; percent FRET-ratio fall versus neutral wells. hit rate 0.098% among 340,000. inhibition, % at 12.3 µM;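 active = mean replicate inhibition of at least 30% and at least 1% of replicates passing that level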;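 note: 0% = median of the neutral control wells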
Granule exo inh: blocks lytic granule exocytosis; TALL-104 LAMP-1 surface exposure, flow cytometry; cells stimulated with thapsigargin and PMA; inhibition, % at 10 µM; hit rate 0.66% among 360,000; AID 651702;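 active = inhibition above about 55%, limit read from the data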
Cardio protect: modulators protecting cardiomyocytes from myocardial damage. hit rate 0.63% among 360,000. protection from H2O2 cell death, % at 20 µM. H9c2 cardiomyocytes, H2O2 injury protection, ATPLite, 2 h;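 active = compounds giving at least 50% protection of heart cells from peroxide-induced death in the single-dose screen, raw or plate-pattern-corrected value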;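 note: 0% = DMSO wells with peroxide and 100% = DMSO wells without peroxide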
Numbers without * were called inactive; x = not tested or not shown.

SMILES	PDI inh	iPSC survival up	ABCB6 inh 2	HTR2A ag	aDG glyco up	N-glyco inh	Vif inh	CaV13 ICDI inh	Granule exo inh	Cardio protect
COc1ccc(C2(c3ccc(OC)cc3)NC(=O)N(CC(=O)NCC(C)c3ccccc3)C2=O)cc1 (stereo unspecified)	15	0.6	96	1	-0.6	-2	-8	-2	-1	13
O=C(CCC(=O)OCCCC(F)(F)C(F)(F)F)Nc1ccccc1	9	-0.7	93	0	0.0	1	x	-7	-5	2
Cc1noc(C)c1C(=O)NC(C)C12CC3CC(CC(C3)C1)C2 (stereo unspecified)	-2	-1.5	99	2	-0.2	2	3	-18	0	-5
CCCCNC(=O)CC1N=C2c3ccccc3N=C(SCC(=O)Nc3ccccc3OC)N2C1=O (stereo unspecified)	0	-1.5	287	-5	0.2	-1	-10	-5	0	4
COCCNC(=O)c1cc2c(c(-c3cccc(C#Cc4ccc(OC)c(OC)c4)c3)n1)[C@@H](CCO)N(S(=O)C(C)(C)C)C2 (stereo partly specified)	x	3.1	94	-2	2.0	3	x	-9	0	10
CCNc1nc(Oc2ccccc2)nc(OC(C)C(=O)OCC)n1 (stereo unspecified)	-7	0.1	100	1	0.0	0	5	-1	2	-7
COc1cc(C(=O)NCC(=O)N/N=C(\C)Cc2ccccc2)cc(OC)c1OC	1	1.2	97	-8	-0.1	1	-6	-6	2	-1
Cc1ccc(C)c(NC(=O)CSc2nnc([C@@H](N)Cc3ccccc3)o2)c1	-1	-2.9	91	0	-0.2	-1	-5	-4	0	3
COc1ccc(C(O)P(=O)(OCCC(C)C)c2ccc(N(C)C)cc2)cc1 (stereo unspecified)	-1	0.9	100	1	0.0	-1	2	-3	28	3
CC1=CC2=NC(=O)/C(=C\c3cc(C)n(-c4ccccc4F)c3C)C(=N)N2O1	-17	-1.3	101	-5	0.0	0	-9	-3	-2	-5
COc1ccc(-n2c(SCc3ccc([N+](=O)[O-])cc3)nnc2-c2ccccc2)cc1	6	-0.4	89	2	-0.1	-5	6	-5	-6	4
COc1ccc(N2CCN(C(=O)Cc3ccc(-n4c(=O)[nH]c5ccccc5c4=O)cc3)CC2)cc1	-6	0.2	93	-18	-0.1	-3	x	-4	3	21
Cc1ccc2c(c1)N(S(=O)(=O)c1ccc3c(c1)NC(=O)CC(=O)N3)CCO2	x	-0.3	101	-8	-0.2	-3	8	-2	-2	41
N#Cc1cc2c(nc1SCc1ccccc1)CCC2	-5	-1.8	102	-3	-0.3	-3	-3	-8	1	-4
O=C(Nc1ccccc1C(F)(F)F)N1CCC(N2CCCCC2)CC1	-7	0.0	101	2	-0.2	0	1	x	-3	9
Cc1cc(C)n2nc(-c3ccc(Br)cc3)cc2n1	-2	-0.6	100	2	0.1	-7	-2	-5	3	-6
CCNC(=O)C1(C)CCN(C(=O)c2ccc(OC)cc2)C1 (stereo unspecified)	-5	3.0	104	14	-0.2	1	2	-7	1	-3
Cc1cc(C)n2nc(NCc3ccccc3)nc2n1	-15	-1.9	97	2	0.2	0	-1	-6	0	-2
O=C(NCc1ccccn1)Nc1ccccc1Cl	-8	-0.4	104	3	0.2	-1	-6	x	7	-4
NC(=N\N=CCc1ccccc1)/C(N)=N/N=CCc1ccccc1	-1	-1.4	100	-7	-0.2	0	4	-9	0	3
O=C(NCCN1CCOCC1)c1c(F)c(F)c(F)c(F)c1F	4	5.7	100	2	0.3	1	-13	-9	2	3
CN1CCN(c2ccc(S(=O)(=O)N3CCCCC3)cc2NC(=O)COc2ccc([N+](=O)[O-])cc2)CC1	-3	0.5	102	-2	-0.3	-1	-1	-2	2	0
COc1cc(NC(=O)c2cc(-c3ccc(C)cc3)on2)cc(OC)c1OC	-2	0.7	94	5	0.0	3	16	-1	4	-2
COCCOc1ccc(C(F)(F)F)cc1NC(=O)COC(=O)Cc1c[nH]c2ccccc12	1	-1.0	90	4	0.3	2	2	-5	1	-6
O=C(COc1ccc2c3c(c(=O)oc2c1)CCC3)Nc1ccc(CCO)cc1	3	-0.5	90	5	0.3	-2	-4	-2	-3	-17
NC(=S)NN=C1c2cc(OCCN3CCOCC3)ccc2-c2ccc(OCCN3CCOCC3)cc21	-51	0.0	94	4	-0.2	1	-2	-3	5	44
CN(c1cccc(NC(=O)CN(c2cccc(Cl)c2)S(=O)(=O)c2ccc(Cl)cc2)c1)S(C)(=O)=O	-4	-1.4	95	-7	0.0	0	-1	-18	-4	2
O=c1[nH]cnc2sc3c(c12)CCC3	2	0.0	100	2	-0.2	0	-3	-15	0	60*
O=C(/C=C/c1ccc(S(=O)(=O)NCc2ccco2)cc1)NCc1cccc(Cl)c1	6	3.0	100	-6	0.0	-3	-6	-6	-3	-3
COC(=O)C1=C(NC(=O)C(C)(C)C)CCS1	-5	-1.3	101	7	-0.1	2	6	-4	-2	3
Cc1cc2ncc(-c3cccc(Cl)c3)cn2n1	0	-0.6	106	0	0.4	0	8	-3	-3	-12
Cn1c2ccccc2c2nn(-c3ccccc3)c(=O)cc21	-6	1.2	99	-9	-0.3	6	x	-6	4	1
O=C(NCCOc1ccccc1F)c1cc(F)c(F)cc1Cl	-6	-2.0	97	0	-0.3	-11	-1	-3	-1	-4
O=C(/C=C/c1ccco1)N(Cc1cccc(F)c1)C1CCS(=O)(=O)C1 (stereo unspecified)	-1	0.0	97	0	0.1	1	10	-3	4	2
Cc1cc(C)cc(NC(=O)COC(=O)Cn2cnc3c2c(=O)n(C)c(=O)n3C)c1	-8	1.1	100	-2	-0.2	2	9	-5	2	0
COc1cccc(NC(=O)CSc2nnnn2C2CCCCC2)c1	-4	2.4	98	-7	0.1	0	5	-2	0	0
CCOC(=O)N/N=C(\C)c1ccccc1OC(F)F	5	-1.1	83	0	0.0	2	4	-9	2	-4
O=C(NCCc1nc(-c2ccccc2Cl)no1)C1CCCCC1	-5	-2.5	96	-3	0.1	1	2	-12	5	0
COCC(=O)N/N=C\c1ccc(OC/C=C/c2ccccc2)c(OC)c1	2	1.7	94	-4	0.3	0	x	-6	20	0
CC1(C(=O)O)CCC2(C)CCC3(C)C(=CC(=O)C4C5(C)CCC(=O)C(C)(C)C5CCC43C)C2C1 (stereo unspecified)	1	-1.1	90	3	0.2	1	-9	-4	5	1

Only Cardio protect and ABCB6 inh 2, for 2 of the compounds above:
molecule | Cardio protect | ABCB6 inh 2
Cc1cc2ncc(-c3cccc(Cl)c3)cn2n1 | -12 | 106
Cn1c2ccccc2c2nn(-c3ccccc3)c(=O)cc21 | 1 | 99

Next section:
SMILES	PDI inh	iPSC survival up	ABCB6 inh 2	HTR2A ag	aDG glyco up	N-glyco inh	Vif inh	CaV13 ICDI inh	Granule exo inh	Cardio protect
C=CCn1c(N)cc(=O)nc1SCC(=O)Nc1ccccc1	11	-0.7	97	-3	-0.1	1	9	-5	-1	3
Cc1cc(C(=O)OCC(=O)c2c(N)n(C)c(=O)n(C)c2=O)c(C)o1	-3	3.0	100	3	0.2	1	-5	x	-1	9
O=C1CC2(CCN(C(=O)c3ccccc3F)CC2)Oc2ccccc21	0	-0.3	95	1	-0.1	-4	1	-2	8	-8
CN(Cc1ccccc1)C(=O)C1CCN(S(C)(=O)=O)CC1	-4	-0.2	99	3	0.3	1	1	-3	9	4
COC(=O)CCCC(=O)Nc1c(F)c(F)c(F)c(F)c1F	-7	0.1	100	10	-0.1	4	13	-4	0	6
Cc1ccc(CN2CC(C(=O)N3CCN(S(=O)(=O)c4ccccc4)CC3)CC2=O)cc1 (stereo unspecified)	-50	-0.3	97	-2	0.1	1	-1	-2	-3	-1
Cn1cccc1C(=O)NC(=O)COC(=O)c1ccc(O)cc1	4	1.5	92	4	0.0	-2	-1	-7	-8	-4
OCC1(Cc2ccccc2)CCN(Cc2ccc(C(F)(F)F)cc2)CC1	1	0.2	97	-1	0.7	-3	-6	-5	2	-6
COc1ccc(CNC(=O)CN(Cc2ccccc2)S(=O)(=O)c2ccc(Cl)cc2)cc1	-1	13	88	-2	0.0	-1	-3	-4	2	-3
Cn1nccc1C(=O)NCCN1C(=O)OC(C)(C)C1(C)O (stereo unspecified)	6	-1.2	101	2	-0.1	0	14	-5	7	0
CC(C)CNC(=O)C1(C)CCCN1C(=O)c1ccc2ccccc2n1 (stereo unspecified)	16	3.4	94	-1	0.2	1	-2	-6	-4	7
CCOC(=O)C1(CC2CC2)CCN(Cc2cc(Cl)c(O)c(OC)c2)CC1	-5	-0.7	93	20*	0.3	2	-22	-2	-1	-7
O=C(O)C1=C[C@@H](c2coc3ccccc3c2=O)C[C@@H](OCc2ccc(CO)cc2)O1	0	0.1	98	-1	0.3	-2	-7	-9	-4	7
CC(C)CCNC(=O)C(c1ccco1)N(Cc1ccccc1)C(=O)c1snc(C(N)=O)c1N (stereo unspecified)	0	1.2	91	-2	-0.4	-4	-1	-8	-1	47
Cc1cccc(NC(=O)CN2C(=O)N/C(=C/c3cc(C)n(C)c3C)C2=O)c1	1	1.1	89	2	0.1	0	-4	-5	-2	0
COc1ccccc1NC(=O)c1cc2c(cc1Cl)N1CCCCCC1=NS2(=O)=O	-1	-0.8	99	1	0.0	2	23	-6	29	-4
CC1c2cc3c(cc2CCN1CC(=O)Nc1ccccc1)OCCCO3 (stereo unspecified)	x	1.4	99	0	0.4	2	-10	x	-3	-10
CCOC(=O)c1cccc(NS(=O)(=O)c2cnc[nH]2)c1	7	-3.6	96	4	-0.2	-2	5	x	0	10
COc1ccccc1-n1c(=O)c2c3c(sc2n2c(=S)[nH]nc12)CCC3	-2	-0.6	86	1	-0.8	-2	2	-3	6	0
CC(=O)/C(=N\Nc1ccccc1)Oc1ccc([N+](=O)[O-])cc1	17	-2.7	82	0	-0.1	x	x	-5	-2	5
O=C(CCN1CCc2ccccc2C1)Nc1cccc(F)c1	-7	2.4	97	4	0.2	0	x	-5	0	14
Cc1ccc(S(=O)(=O)N2CCCCC2CCNC(=O)C(=O)NC2CCCC2)cc1 (stereo unspecified)	1	-0.2	100	-3	0.0	-3	-14	-7	-20	-1
Cc1ccc(S(=O)(=O)c2ccc([N+](=O)[O-])cn2)cc1	5	1.1	102	-11	-0.2	-15	0	-4	14	-23
Cc1ccc(NC(=O)CN(C)C(=O)c2cc3ccccc3o2)cc1	-1	0.8	100	-4	-0.1	2	0	-5	-3	-1
O=C(NCc1ccc(Cl)cc1)c1ccc2c(=O)n(CC3CCCO3)c(=S)[nH]c2c1 (stereo unspecified)	-2	0.7	165	1	-0.1	-2	-7	-3	7	-4
CCOc1nc2cnccc2n(CC(=O)Nc2ccccc2C(=O)OC)c1=O	-6	-0.6	104	8	-0.1	-1	-7	-16	-6	4
O=C1N=C2N(CCN3CCCCC3)c3ccccc3N2/C1=C\c1ccc([N+](=O)[O-])s1	3	-0.1	132	-2	-0.3	10	9	5	34	-3
O=c1cc(C(F)(F)C(F)F)oc2ccccc12	4	1.4	99	-2	0.0	-1	1	-10	-3	-1

Single entries from the results shown.
`O=C1N=C2N(CCN3CCCCC3)c3ccccc3N2/C1=C\c1ccc([N+](=O)[O-])s1` in CaV13 ICDI inh is listed with 5
`O=c1cc(C(F)(F)C(F)F)oc2ccccc12` in N-glyco inh is listed with -1
`Cc1ccc(S(=O)(=O)N2CCCCC2CCNC(=O)C(=O)NC2CCCC2)cc1` (stereo unspecified) in PDI inh is listed with 1

Screening data as filed in PubChem BioAssay.
